Compound activity as filed in PubChem.
HSF1 activator: increases HSF-1 driven luciferase reporter signal; NIH3T3-HGL HSF-1 luciferase reporter, MG132, 8 h; 100% = twice DMSO control signal; AID 504408; 300,000 compounds, 1.7% hits; activation, % at 9 µM;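 active means mean replicate activation of at least 50% with a set share of replicates each reaching 50%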;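 further: 0% = median of the neutral control wells and 100% = twice that signal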
IEC-6 tox: kills IEC-6 intestinal cells in KLF5 counter-screen; IEC-6 cytotoxicity, luminescence viability; inhibition, % at 5 µM; 290,000 compounds, 0.78% hits; AID 1825; in the data active means inhibition above about 22%;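 further: 0% = plate median of test compound wells and 100% = cytotoxic reference compound wells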
aSyn UTR inh: MLPCN primary screen, SNCA 5' untranslated region; alpha-synuclein 5'UTR reporter, inhibitor activity; inhibition, % (tested at 7.5 µM); 300,000 compounds, 0.82% hits; AID 1813; in the data active means inhibition above about 60%;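 further: H4 neuroglioblastoma cells stably carrying SNCA 5'UTR luciferase fusion; 0% = DMSO wells and 100% = positive control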
HIF act: HIF pathway transcriptional activation; U2OS HRE-luciferase reporter, luminescence; normalized: DMSO 0%, desferrioxamine 100%; activation, % at 7.5 µM (by protocol); 300,000 compounds, 0.32% hits; AID 1910;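 active means mean activation of at least 10% of the iron chelator positive control signal, with at least half of replicates also reaching 10%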
AI-2 QS mod: modulates the Vibrio harveyi AI-2 quorum sensing system; AID 2094; 300,000 compounds, 0.4% hits; Vibrio harveyi JMH597 AI-2 luminescence/OD600 ratio, 9 h; active compounds read low; strain lacks LuxN and CqsS sensors; 0 = neutral-control median; activity change, % at 7.5 µM; in the data active means activity change below about -75%, passing the limit was not always enough;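 further: luminescence divided by OD600 gain over 9 h not by final OD600 alone; inactives centre near 13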
GSK3A inh: inhibitors of human GSK-3 alpha kinase | AID 2650 | ADP-Glo luminescence, 60 min | inhibition, % at 10 µM | P49840 | 320,000 compounds, 0.1% hits;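 in the data active means inhibition above about 50%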;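 further: GST-tagged GSK-3 alpha with peptide substrate and 25 µM ATP; 0% = DMSO neutral wells and 100% = GW8510 positive control wells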
Target sequence (P49840 whole entry, looked up): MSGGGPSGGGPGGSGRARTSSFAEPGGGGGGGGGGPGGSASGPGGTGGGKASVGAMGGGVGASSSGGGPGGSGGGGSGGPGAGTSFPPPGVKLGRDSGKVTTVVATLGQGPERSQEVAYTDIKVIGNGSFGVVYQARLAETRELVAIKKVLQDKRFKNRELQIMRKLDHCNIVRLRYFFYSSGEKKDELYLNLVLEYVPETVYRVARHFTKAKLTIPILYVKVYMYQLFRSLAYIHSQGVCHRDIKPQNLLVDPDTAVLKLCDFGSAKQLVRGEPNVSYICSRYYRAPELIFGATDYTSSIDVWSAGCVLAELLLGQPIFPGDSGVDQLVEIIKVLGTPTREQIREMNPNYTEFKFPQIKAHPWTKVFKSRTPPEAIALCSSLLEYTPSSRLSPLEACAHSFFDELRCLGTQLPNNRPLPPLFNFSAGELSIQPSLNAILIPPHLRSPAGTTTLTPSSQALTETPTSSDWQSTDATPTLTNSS
KLF5 inh: kruppel-like factor 5 inhibition; inhibition, % at 5 µM; AID 1700; DLD-1 KLF5 promoter-luciferase reporter, luminescence; 290,000 compounds, 0.23% hits;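 active means inhibition above a per-plate limit of that plate's mean compound inhibition plus 3 SD, cut at about 60% in these data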;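 further: 0% = DMSO wells and 100% = LY294002 at 200 µM; higher means less KLF5 promoter-driven luciferase light; inactives centre near -14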
HSP90 refold inh: HSP90 refolding inhibition in rabbit reticulocyte lysate; luciferase refolding luminescence, 3 h; inhibition, % at 5.6 µM; 290,000 compounds, 0.91% hits;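 active means inhibition above the screen-wide mean plus 3 SD, computed separately per campaign, cut at about 16% in these data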;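 further: 0% = DMSO wells and 100% = 60 µM geldanamycin wells; inhibitors lower the luminescence because luciferase stays unfolded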
HSF1 inh: HSF1 inhibition; NIH3T3-HGL HSE-luciferase, MG132-induced, luminescence 8 h; active compounds read low; activity change, negative = inhibition, % at 7.5 µM (by protocol); 300,000 compounds, 0.77% hits; AID 2098;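 active means more than half of replicate wells show activity change below -50%, luminescence cut by over half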;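 further: luciferase reports HSF-1 transcriptional activity via heat shock element; 0% = median of DMSO wells and -100% = zero luminescence signal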
GSK3B inh: blocks human GSK3beta kinase activity; GST-GSK3beta kinase, ADP-Glo luminescence, 60 min; active compounds read low; AID 2097; 300,000 compounds, 0.038% hits; activity score (negative = inhibition), % at 10 µM;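 active means more than half of replicate wells score below -50%, meaning over 50% inhibition versus plate controls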;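 further: 0% = median DMSO wells and -100% = median GW8510 positive control wells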
Target sequence (P49841 whole entry, looked up): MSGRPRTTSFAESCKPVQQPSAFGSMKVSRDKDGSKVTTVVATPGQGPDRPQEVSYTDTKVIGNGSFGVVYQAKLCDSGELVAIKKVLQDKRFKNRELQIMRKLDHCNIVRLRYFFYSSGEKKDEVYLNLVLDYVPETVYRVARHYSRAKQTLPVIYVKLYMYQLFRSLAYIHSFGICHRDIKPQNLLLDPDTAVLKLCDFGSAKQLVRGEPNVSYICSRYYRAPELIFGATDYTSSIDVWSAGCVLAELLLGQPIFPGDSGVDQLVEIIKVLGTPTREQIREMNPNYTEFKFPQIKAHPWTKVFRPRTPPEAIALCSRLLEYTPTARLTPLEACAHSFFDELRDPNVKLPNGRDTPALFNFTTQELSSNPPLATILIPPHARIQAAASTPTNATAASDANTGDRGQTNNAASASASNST
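Test system – GST-tagged human GSK3beta kinase, cell-free · Incubation – 60 min enzyme reaction, room temperature · Signal – ADP-Glo luminescence · Also added – peptide substrate and ATP at 25 µM · Controls – DMSO neutral wells and GW8510 at 20 µM as positive · Buffer or medium – Tris/MgCl2 kinase buffer · Measure – Luminescence-derived activity versus plate DMSO and GW8510 wells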
Numbers without * were called inactive.

Screening Cc1ccc(NC(=O)CN2CCc3cc4c(cc3C2C)OCCCO4)cc1 (stereo unspecified) returned HSF1 activator -11, IEC-6 tox -5, aSyn UTR inh 20, HIF act -0.2, GSK3A inh -4, KLF5 inh 7, HSP90 refold inh -2, HSF1 inh -10 and GSK3B inh 2.
Screening S=C1NCN(CCc2ccccc2)CN1 returned HSF1 activator 17, IEC-6 tox -4, aSyn UTR inh -13, HIF act -0.2, AI-2 QS mod 18, GSK3A inh 2, KLF5 inh -23, HSP90 refold inh -4, HSF1 inh -6 and GSK3B inh -1.
Cc1ccc2c(c1)c1ncn(Cc3ccc(F)cc3)c(=O)c1n2C was read as HSF1 activator -17, IEC-6 tox -5, aSyn UTR inh 27, HIF act 0.1, AI-2 QS mod 6, GSK3A inh 1, KLF5 inh -23, HSP90 refold inh -2, HSF1 inh -19 and GSK3B inh 5.
Screening CCCCP(=O)(CCCC)Cc1ccccc1 returned IEC-6 tox -3, aSyn UTR inh 3, HIF act -0.2, AI-2 QS mod 13, GSK3A inh -1, KLF5 inh -2, HSP90 refold inh -6 and GSK3B inh 2.
Screening CSc1nsc(SCC(=O)Nc2cccc(NC(C)=O)c2)n1 returned HSF1 activator 5, IEC-6 tox 0, aSyn UTR inh -28, HIF act 2.0, AI-2 QS mod 29, GSK3A inh -1, KLF5 inh -39, HSP90 refold inh 2, HSF1 inh 0 and GSK3B inh 1.
`N/C(Cc1cccc2ccccc12)=N\OC(=O)COc1ccccc1` gave HSF1 activator 15, IEC-6 tox -9, aSyn UTR inh -12, HIF act -0.1, AI-2 QS mod 9, GSK3A inh -3, KLF5 inh 7, HSP90 refold inh -1, HSF1 inh -2 and GSK3B inh 1.
`CCOC(=O)CC1NC(=O)c2ccccc21` (stereo unspecified) gave HSF1 activator 1, IEC-6 tox 4, aSyn UTR inh -1, HIF act -6.0, AI-2 QS mod 17, GSK3A inh 5, KLF5 inh -10, HSP90 refold inh 1, HSF1 inh 0 and GSK3B inh -3.
For COc1ccc(CN2CCN(C(=O)c3cccs3)CC2)cc1 the results were HSF1 activator 0, IEC-6 tox 4, aSyn UTR inh 15, HIF act 0.1, AI-2 QS mod -2, GSK3A inh -4, KLF5 inh 1, HSP90 refold inh 0, HSF1 inh 3 and GSK3B inh -3.
O=S(=O)(c1c(Cl)sc(Cl)c1Br)N1CCCC1 was read as HSF1 activator -8, IEC-6 tox 3, aSyn UTR inh 1, HIF act -0.3, AI-2 QS mod -10, GSK3A inh -1, KLF5 inh 1, HSP90 refold inh 0, HSF1 inh 0 and GSK3B inh 1.
`Clc1cccc(C2CCN(Cc3nc(COc4ccccc4)no3)C2)c1` (stereo unspecified) gave HSF1 activator 16, IEC-6 tox 2, aSyn UTR inh -6, HIF act -0.1, AI-2 QS mod 6, GSK3A inh 5, KLF5 inh -6, HSP90 refold inh 0, HSF1 inh 3 and GSK3B inh 3.
For CC(C)c1ccc(Nc2nc(Cl)nc(NCc3ccco3)n2)cc1 the results were HSF1 activator -13, IEC-6 tox 1, aSyn UTR inh -8, HIF act 0.2, AI-2 QS mod 13, GSK3A inh -4, KLF5 inh 6, HSP90 refold inh 3, HSF1 inh 1 and GSK3B inh -3.
`Cc1cc(=O)cc(C)[nH]1` gave HSF1 activator 3, IEC-6 tox -2, aSyn UTR inh -19, HIF act 0.4, AI-2 QS mod 8, GSK3A inh -3, KLF5 inh 10, HSP90 refold inh 2, HSF1 inh 4 and GSK3B inh 0.
CCOc1ccc(Br)cc1C(=O)N/N=C/c1cccc(C)n1 was read as HSF1 activator -15, IEC-6 tox 2, aSyn UTR inh 8, HIF act -2.2, AI-2 QS mod 25, GSK3A inh -1, KLF5 inh -24, HSP90 refold inh 1, HSF1 inh -3 and GSK3B inh 0.
Screening Oc1cccc(/C=N/n2c(C3CCCCC3)n[nH]c2=S)c1 returned HSF1 activator -11, IEC-6 tox -2, aSyn UTR inh 26, HIF act -0.3, AI-2 QS mod 15, GSK3A inh 19, KLF5 inh -29, HSP90 refold inh 2, HSF1 inh 2 and GSK3B inh 0.
COCCNC(=O)c1nn2c(C(F)(F)F)cc(-c3ccccc3)nc2c1Cl was read as HSF1 activator -11, IEC-6 tox -2, aSyn UTR inh 8, HIF act 2.5, AI-2 QS mod 22, GSK3A inh -2, KLF5 inh -17, HSP90 refold inh 0, HSF1 inh -4 and GSK3B inh 1.
Screening COc1cc(/C=C2\SC(=Nc3ccc(N4CCOCC4)cc3)N(C)C2=O)ccc1OC(C)C(=O)O (stereo unspecified) returned HSF1 activator 8, IEC-6 tox -2, aSyn UTR inh 0, HIF act 0.6, AI-2 QS mod 15, GSK3A inh 1, KLF5 inh 1, HSP90 refold inh -2, HSF1 inh -9 and GSK3B inh 1.
C[C@@H]1CC[C@]2(O[C@H](CCO)C[C@H](O)[C@H]2O)O1 was read as HSF1 activator 25, aSyn UTR inh 6, HIF act 0.0, AI-2 QS mod 13, GSK3A inh -2, HSF1 inh 0 and GSK3B inh 2.
`O=C(Nc1cccc2c1CCCC2)C1CCCN(S(=O)(=O)c2cccc3nonc23)C1` (stereo unspecified) gave HSF1 activator 17, IEC-6 tox 1, aSyn UTR inh 7, HIF act 0.4, AI-2 QS mod 21, GSK3A inh 0, KLF5 inh -22, HSP90 refold inh 5, HSF1 inh 10 and GSK3B inh 4.
`c1ccc2c(c1)ncn2-c1ccc(-c2ccnc3ncnn23)cc1` gave HSF1 activator -21, IEC-6 tox -3, aSyn UTR inh 3, HIF act 0.6, AI-2 QS mod 13, KLF5 inh -2, HSP90 refold inh 1, HSF1 inh 1 and GSK3B inh 1.
COc1ccc(CC(=O)OCc2cc3ccc(C)cc3[nH]c2=O)cc1 was read as HSF1 activator -3, IEC-6 tox -7, aSyn UTR inh 10, HIF act -0.2, AI-2 QS mod -5, GSK3A inh -3, KLF5 inh -18, HSP90 refold inh 1, HSF1 inh -4 and GSK3B inh 0.
`CCc1ccc(C(=O)COC(=O)CNC(=O)c2ccc(Br)o2)cc1` gave HSF1 activator -25, IEC-6 tox 6, aSyn UTR inh 9, HIF act 0.0, AI-2 QS mod 33, GSK3A inh -1, KLF5 inh -7, HSP90 refold inh 4, HSF1 inh -4 and GSK3B inh -1.
Screening c1ccc2c(CCNc3ncnc4nc[nH]c34)cccc2c1 returned HSF1 activator 22, IEC-6 tox -7, aSyn UTR inh -92, HIF act 1.3, AI-2 QS mod 18, GSK3A inh 16, KLF5 inh -32, HSP90 refold inh 1, HSF1 inh 8 and GSK3B inh 2.
COc1cccc(-c2nn(C)c3sc(C(=O)NCCCN(C)Cc4ccccc4)cc23)c1 was read as HSF1 activator 2, IEC-6 tox 4, aSyn UTR inh -76, HIF act 0.4, AI-2 QS mod 10, GSK3A inh 2, KLF5 inh -8, HSP90 refold inh 2, HSF1 inh 8 and GSK3B inh -2.
For CC(OC(=O)CCc1nc2ccccc2c(=O)[nH]1)C(=O)c1ccc(Br)cc1 (stereo unspecified) the results were HSF1 activator 45, IEC-6 tox -1, aSyn UTR inh 11, HIF act 0.4, AI-2 QS mod 33, GSK3A inh -27, KLF5 inh -14, HSP90 refold inh 0, HSF1 inh 15 and GSK3B inh 2.
For CCCCCn1c(SCCCC)nc2c1c(=O)[nH]c(=O)n2C the results were HSF1 activator 5, IEC-6 tox -2, aSyn UTR inh 39, HIF act -0.8, AI-2 QS mod 17, KLF5 inh -13, HSP90 refold inh 1, HSF1 inh 7 and GSK3B inh 2.
Cc1cc(NC(=O)C(Cl)c2ccccc2)no1 (stereo unspecified) was read as HSF1 activator 22, IEC-6 tox 5, aSyn UTR inh -74, HIF act -8.6, AI-2 QS mod -86*, GSK3A inh 0, KLF5 inh -41, HSP90 refold inh -4, HSF1 inh 4 and GSK3B inh 1.
Screening O=C(Cn1c2c(c(-c3ccccc3)cc1=O)CCCC2)N1CCCCCC1 returned HSF1 activator 21, IEC-6 tox 0, aSyn UTR inh -7, HIF act -0.2, AI-2 QS mod 41, GSK3A inh 5, KLF5 inh 0, HSP90 refold inh -3, HSF1 inh 11 and GSK3B inh -3.
COc1ccc(CC(NC(C)=O)C(=O)NC2CCN(C(=O)Nc3ccc(C#N)cc3)CC2)cc1OC (stereo unspecified) was read as HSF1 activator -17, IEC-6 tox 7, aSyn UTR inh -22, HIF act 0.6, AI-2 QS mod 18, GSK3A inh -3, KLF5 inh 26, HSP90 refold inh 2, HSF1 inh -2 and GSK3B inh -6.
For Cc1ccc(N(CC(=O)NCc2ccc(F)cc2)C(=O)c2snc(C(N)=O)c2N)cc1C the results were HSF1 activator 0, IEC-6 tox -2, aSyn UTR inh -1, HIF act -0.6, AI-2 QS mod 11, GSK3A inh -1, KLF5 inh 20, HSP90 refold inh 3, HSF1 inh -1 and GSK3B inh 0.
`O=C(O)CCn1c(=S)oc2ccccc21` gave HSF1 activator 11, IEC-6 tox 6, aSyn UTR inh 26, HIF act 0.3, AI-2 QS mod 20, GSK3A inh -2, KLF5 inh -14, HSP90 refold inh -2, HSF1 inh 3 and GSK3B inh 5.

Two compounds drawn at random from those above, as already listed:
For CCCCCn1c(SCCCC)nc2c1c(=O)[nH]c(=O)n2C the results were HSF1 activator 5, IEC-6 tox -2, aSyn UTR inh 39, HIF act -0.8, AI-2 QS mod 17, KLF5 inh -13, HSP90 refold inh 1, HSF1 inh 7 and GSK3B inh 2.
`O=C(Nc1cccc2c1CCCC2)C1CCCN(S(=O)(=O)c2cccc3nonc23)C1` (stereo unspecified) gave HSF1 activator 17, IEC-6 tox 1, aSyn UTR inh 7, HIF act 0.4, AI-2 QS mod 21, GSK3A inh 0, KLF5 inh -22, HSP90 refold inh 5, HSF1 inh 10 and GSK3B inh 4.

Later entries
For COc1ccccc1CNC(=O)C1CCC(CNc2c(N3CCOCC3)c(=O)c2=O)CC1 (stereo unspecified) the results were HSF1 activator 8, IEC-6 tox -7, aSyn UTR inh 11, HIF act -0.2, AI-2 QS mod 21, GSK3A inh -5, KLF5 inh -12, HSP90 refold inh -1, HSF1 inh -5 and GSK3B inh 1.
`CCOP(=O)(OCC)c1nc(-c2cccc3ccccc23)oc1N1CCOCC1` gave HSF1 activator 74*, IEC-6 tox 3, aSyn UTR inh 19, HIF act 0.8, AI-2 QS mod 20, GSK3A inh -1, KLF5 inh -21, HSP90 refold inh 1, HSF1 inh 22 and GSK3B inh -5.
Screening Cc1cc(C)c(C)c(S(=O)(=O)Nc2cccc(-n3cnnn3)c2)c1C returned HSF1 activator 10, IEC-6 tox 5, aSyn UTR inh 6, HIF act 0.6, AI-2 QS mod 17, GSK3A inh 0, KLF5 inh 9, HSP90 refold inh -1, HSF1 inh 5 and GSK3B inh 1.
Screening Cc1ccc(N=Nc2c(C)[nH]n(-c3ccccc3)c2=O)cc1 returned HSF1 activator -10, IEC-6 tox -3, aSyn UTR inh -54, HIF act 1.0, AI-2 QS mod 13, GSK3A inh 0, KLF5 inh -7, HSP90 refold inh 0, HSF1 inh 5 and GSK3B inh 4.
